# M1 antag: human CHRM1 antagonism; CHO-K1 hM1, Fluo-8 calcium fluorescence, ACh EC80 antagonist; inhibition, % at 3 µM; 360,000 tested, 1.3% active; AID 588852;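 active = percent inhibition above its own plate's cutoff, namely the mean of that plate's compound wells plus 3 SD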;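 note: peak over basal fluorescence ratio during 140 s after agonist addition; 0% = ACh EC80 plus DMSO and 100% = DMSO alone without agonist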
# Target sequence (P11229 whole entry, looked up): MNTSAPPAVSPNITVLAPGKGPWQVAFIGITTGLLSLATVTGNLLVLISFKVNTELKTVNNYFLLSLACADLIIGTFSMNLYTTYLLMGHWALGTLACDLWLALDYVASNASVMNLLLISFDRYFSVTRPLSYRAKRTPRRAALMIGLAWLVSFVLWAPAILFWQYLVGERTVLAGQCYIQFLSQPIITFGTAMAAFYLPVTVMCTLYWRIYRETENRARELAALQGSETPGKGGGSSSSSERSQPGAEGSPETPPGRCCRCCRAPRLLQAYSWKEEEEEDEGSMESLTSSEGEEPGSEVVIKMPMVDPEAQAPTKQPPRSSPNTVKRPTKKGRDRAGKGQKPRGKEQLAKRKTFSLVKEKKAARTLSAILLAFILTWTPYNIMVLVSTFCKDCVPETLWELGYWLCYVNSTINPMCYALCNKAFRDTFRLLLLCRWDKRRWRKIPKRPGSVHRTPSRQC
# CHRM1 agonist: activates human CHRM1 receptor. AID 588814. 360,000 tested, 0.33% active. activation, % at 3 µM. CHO-K1 hM1, Fluo-8 calcium fluorescence, agonist mode; 0% DMSO, 100% acetylcholine EC100;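 active = activation above the run's mean compound activation plus 3 SD, cut at about 16% in these data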;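 note: peak over basal fluorescence ratio within a 140 s kinetic read after compound addition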
# CHO parental Ca: counter-screen for OX1R antagonists: effect in parental CHO cells | parental CHO-K1, ATP-induced calcium, Fluo-8 fluorescence | inhibition, % at 5.6 µM | 330,000 tested, 0.63% active | AID 463079;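 active = inhibition above that plate's mean sample inhibition plus 3 SD, cut at about 26% in these data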;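 note: 0% = ATP-challenged DMSO wells and 100% = DMSO wells without ATP; some compounds past the cut are filed as inactive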
#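 Test system: untransfected parental CHO cell line; also added: ATP stimulus; dosing: 5.6 µM, single dose; signal: calcium-sensitive Fluo-8 fluorescence; measure: percent inhibition of ATP-evoked calcium rise, normalized to controls; benchmarks: low control ATP plus DMSO, high control DMSO only; replication: one well per compound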
# CHO-K1 Ca ag: nonselective activator or artifact in parental CHO-K1 cells. activation, % at 3 µM. AID 602248. Fluo-8 calcium fluorescence; scaled to maximal ATP response, vehicle zero. 360,000 tested, 0.48% active; in the data active = activation above about 15%;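 note: untransfected CHO-K1 host cells lacking M1 receptor as counterscreen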
# CHO-K1 Ca antag: counter-screen for M1 antagonists: effect in parental CHO-K1 cells; 360,000 tested, 0.6% active; inhibition, % at 3 µM; AID 602250; ATP-induced calcium, Fluo-8 fluorescence;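 active = inhibition above a per-plate cutoff, the plate's mean sample inhibition plus 3 SD, cut at about 24% in these data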;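 note: 0% = DMSO plus EC80 ATP and 100% = DMSO alone without ATP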
# TAAR1 antagonist: antagonists of human TAAR1; Q96RJ0; CHO RD-HGA16 TAAR1, Fluo-8 calcium fluorescence, antagonist; inhibition, % at 3 µM; 360,000 tested, 1.5% active; AID 624466;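 active = inhibition above a per-plate cutoff, the mean inhibition of test compounds on that plate plus 3 SD, cut at about 49% in these data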;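 note: 0% = DMSO plus EC80 beta-PEA response and 100% = DMSO alone without agonist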
# Target sequence (Q96RJ0 whole entry, looked up): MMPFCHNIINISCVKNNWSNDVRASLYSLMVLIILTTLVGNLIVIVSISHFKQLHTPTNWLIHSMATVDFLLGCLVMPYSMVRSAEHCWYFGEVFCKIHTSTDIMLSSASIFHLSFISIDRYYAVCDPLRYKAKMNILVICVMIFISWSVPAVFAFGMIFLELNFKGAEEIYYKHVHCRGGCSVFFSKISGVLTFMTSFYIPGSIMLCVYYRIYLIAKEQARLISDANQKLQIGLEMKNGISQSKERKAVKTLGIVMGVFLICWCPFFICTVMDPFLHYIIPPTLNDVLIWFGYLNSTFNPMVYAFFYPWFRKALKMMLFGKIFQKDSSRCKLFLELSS
#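 Material: RD-HGA16 CHO cells with stable hTAAR1 and Gα16; Dosing: single nominal final test compound concentration of 3 µM; Schedule: seeding 17-24 h prior, 75-min 37 °C, 30-min RT dye loading; Detection: kinetic Fluo-8 calcium fluorescence measurement; Measure: % inhibition from peak post-agonist over basal fluorescence ratio; Benchmarks: vehicle and agonist controls.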
# CHRM1 PAM: human CHRM1 positive allosteric modulation; P11229; CHO-K1 hM1, Fluo-8 calcium fluorescence, ACh EC20; 0% = ACh EC20, 100% = maximal ACh; activation, % at 3 µM; 360,000 tested, 0.088% active; in the data active = activation above about 19%, passing the limit was not always enough
# TAAR1 agonist: agonists of human TAAR1. Q96RJ0. CHO RD-HGA16 TAAR1, Fluo-8 calcium fluorescence; vehicle wells 0%, saturating PEA agonist 100%. activation, % at 3 µM. 360,000 tested, 0.99% active. AID 624467;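 active = activation above the mean activation of all test compounds in the run plus 3 SD, cut at about 38% in these data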
#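 System: CHO-derived RD-HGA16 cells with stable Gα16 and human TAAR1 / Times: 17-24 h plating, Fluo-8 75 min 37 °C, 30 min RT / Technique: calcium-sensitive Fluo-8 signal, excitation 470-495, emission 515-575 nm / Measure: % activation relative to PEA EC100 response / Benchmarks: DMSO and PEA EC100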
# M1 PAM parental: M1 PAM counterscreen hit in parental CHO-K1 cells; ATP EC20, Fluo-8 calcium fluorescence; 0% at ATP EC20, 100% at ATP max; activation, % at 3 µM; 360,000 tested, 0.02% active; AID 602247;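 active = activation above the run cutoff, the mean activation of all test compounds plus 3 SD, cut at about 40% in these data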;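 note: peak over basal fluorescence ratio in a 140 s read after ATP addition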
# Numbers without * were called inactive; · = no result given. Outcome played no part in choosing rows. About 4.4% of those tested had a hit in this group.
# Each structure is followed by: M1 antag	CHRM1 agonist	CHO parental Ca	CHO-K1 Ca ag	CHO-K1 Ca antag	TAAR1 antagonist	CHRM1 PAM	TAAR1 agonist	M1 PAM parental
1. CCCn1c(NCCO)nc2ccccc21
→ -1	-3	-5	0.1	-7	-18	5	6	-3
2. COc1ccc(NC(C)=O)cc1NC(=O)C1CCN(C(=O)Nc2ccccc2)CC1
→ -14	-1	1	0.2	0	-7	0	1	4
3. CC12CCC(=O)CC1CCC1C2CCC2(C)C1CCC2(O)C(=O)CO (stereo not given)
→ 0	-6	·	0.6	-11	-13	7	5	-15
4. CC(C)(Cc1ccc(O)cc1)NC(=O)CC(=O)N/N=C/c1ccc(Cl)cc1
→ -11	-2	-20	3.4	-7	74*	4	29	24
5. COc1cccc(OCC(=O)Nc2c3c(nn2-c2ccc(F)cc2)CS(=O)(=O)C3)c1
→ -2	-3	3	0.5	-9	0	0	0	-8
6. COC(=O)c1ccc(CNC(=O)c2ccc3c(c2)NC(=O)CS3)cc1
→ -3	-3	-27	1.6	-11	-8	7	6	17
7. O=C(CSc1nccn1-c1ccccc1)NO
→ -19	-2	-8	0.6	-10	-36	11	7	11
8. COc1ccc(-n2c(SCC(=O)N(C)C3CCS(=O)(=O)C3)nc3ccc(O)cc3c2=O)cc1OC (stereo not given)
→ 3	-4	-5	0.1	-1	-30	-1	2	-4
9. O=C(O)CN1C(=O)NC2(CCc3ccccc32)C1=O (stereo not given)
→ -18	-2	2	2.1	-2	0	16	4	-2
10. CC(=O)NC1(c2cccc(F)c2)CCN(C(=O)Nc2ccc(C#N)cc2)CC1
→ -23	-1	-7	0.3	-14	-7	-2	3	9
11. O=C(NCc1ccc2c(c1)OCO2)C(=O)NCC1OCCN1S(=O)(=O)c1ccc(Cl)cc1 (stereo not given)
→ -7	0	-14	3.9	18	-18	3	2	-8
12. Cc1[nH]c2ccccc2c1C(=O)COC(=O)c1ccc([N+](=O)[O-])s1
→ 12	-4	13	5.2	-3	31	-5	9	8
13. Fc1cccc(NC(=S)NCc2ccc(Cl)cc2)c1
→ 19	-1	5	7.6	8	6	-17	14	5
14. O=C(NCCc1ccc(O)c(O)c1)C1COc2ccccc2O1 (stereo not given)
→ 20	-3	-4	0.9	6	-6	-15	3	-19
15. N/C(=N\OC(=O)Cc1cccs1)c1ccc(Br)cc1
→ -3	-4	-6	0.1	-1	14	7	9	-6
16. CC(C)(C)c1nnc2sc(SC/C(O)=C(\C#N)c3nc4ccccc4[nH]3)nn2c1=O
→ -12	-3	-10	0.2	-2	-10	7	0	11
17. O=C(O)Cn1c(COc2ccc(Cl)cc2)nc2ccccc21
→ -4	0	9	0.9	-17	-10	6	3	18
18. Cc1noc(C(=O)N2CCN(c3ccccc3)CC2)c1Cl
→ -7	-2	-9	0.0	-3	10	3	0	3
19. CCC(C)Sc1nc2c(cnn2-c2ccccc2)c(=O)[nH]1 (stereo not given)
→ -8	-4	-9	0.3	-3	-29	4	-2	11
20. CCOc1ccc(NC(=O)COC(=O)c2c(OC)cccc2OC)cc1
→ 8	-3	-19	3.6	-2	-2	-7	0	16
21. OCC1(CCc2ccccc2)CCCN(CCCc2ccccc2)C1 (stereo not given)
→ 21	-9	-26	0.2	8	-10	-19	1	-5
22. O=C(Cc1n[nH]c(=O)c2ccccc12)Nc1cc(C(F)(F)F)ccc1-n1cncn1
→ -6	-2	·	0.5	10	-4	0	2	-15
23. COCCCNC(=S)NNC(=S)Nc1cccc(Cl)c1
→ -15	-2	-9	-0.4	12	-5	11	2	-23
24. O=C(Nc1cc(S(=O)(=O)N2CCOCC2)ccc1N1CCOCC1)c1ccccc1Cl
→ -3	-2	-15	0.2	-1	-14	6	1	9
25. Cc1ccc(NC(=O)c2cccnc2)c([N+](=O)[O-])c1
→ -8	-1	10	-0.1	7	-18	2	0	-6
26. CC(C)N1CCC(N2CCN(CC#Cc3ccccc3)CC2CCO)CC1 (stereo not given)
→ -6	-15	-3	0.7	-2	1	8	4	14
27. Cc1cccc(N2CCN(C(=O)NC(C)c3ccc(F)c(F)c3)CC2)c1C (stereo not given)
→ 3	1	-17	2.0	19	14	-2	36	-15
28. COc1ccc(NC(=O)NC23CC4(C)CC(C)(CC(C)(C4)C2)C3)cc1
→ 11	0	-24	0.5	7	4	-11	11	2
29. Cc1cc(NC(=O)COc2ccc3oc4ccccc4c3c2)no1
→ -24	-2	-6	-0.1	-8	8	6	3	10
30. O=C(Cc1ccccc1)N/N=C/c1cc(Br)cs1
→ -6	-1	-10	1.8	-13	-3	4	2	18
31. FC(F)(F)c1cccc(-c2cc3nc(NCCOc4ccccc4)ccn3n2)c1
→ -18	-2	·	0.8	-19	12	3	10	13
32. CN1CCN(CCCNC(=O)CCC(=O)N2CCOc3ccccc32)CC1
→ -9	-2	1	0.1	-8	-12	6	1	11
33. CCN(CC)CCNC(=O)C12CC3CC(C)(CC(C)(C3)C1)C2
→ 40*	-12	-3	1.4	-31	-12	-25	15	2
34. Cn1c(=O)c(Oc2ccc(F)cc2)c(O)c2ccccc21
→ 2	-2	0	-0.4	-10	-19	1	12	9
35. COc1ccc(NS(=O)(=O)c2ccc3oc(Nc4ccc5c(c4)OCCO5)nc3c2)cc1
→ 3	-3	14	0.3	0	16	-4	19	-3
36. CCOC(=O)N1CCN(CC(=O)Nc2sccc2C#N)CC1
→ -5	-2	0	0.0	-13	-10	8	6	8
37. COc1cc(NC(=O)c2noc3c2CCC3)c(OC)cc1Cl
→ -7	-3	-7	0.4	-14	-21	1	2	3
38. CN(C)c1cccc(C(=O)NC2CCCCCC2)c1
→ -10	-6	-6	1.8	0	-6	8	-1	21
39. Cc1ccnc2nc(C(=O)OCC(=O)N(CC(C)C)CC(C)C)nn12
→ -7	-1	-9	1.7	-10	-1	2	0	-1
40. COc1cccc2oc(-c3ccco3)cc(=O)c12
→ 9	-5	-8	-0.3	-8	0	10	0	-8
41. COc1cccc(C(C)(O)c2nc(/C=C/c3ccccc3)cs2)c1 (stereo not given)
→ 3	0	·	7.2	-10	26	-4	2	25
42. CCOC(=O)c1c(C)n(C)c2ccc(OCC(O)CN3CCC(C)CC3)cc12 (stereo not given)
→ 8	-10	-13	-0.6	1	5	-6	-2	-1
43. CCOc1ccc(S(=O)(=O)N2CCN(C(=O)C3CC3C)CC2)cc1 (stereo not given)
→ -7	2	-5	0.5	-9	-8	2	1	-2
44. CC1CCCN(CC(=O)Nc2ccc(S(=O)(=O)N3C(C)CCCC3C)cc2)C1 (stereo not given)
→ -13	-7	·	0.6	1	1	1	1	5
45. C=C(C)COc1ccc(-c2[nH]ncc2-c2ccccc2)c(O)c1
→ 2	-5	-3	1.0	-6	60*	-3	20	18
46. CCOc1ccc2nc(N(CCN(C)C)C(=O)c3ccc4c(c3)CCCC4)sc2c1
→ -17	-2	-19	0.9	0	·	15	·	-13
47. CC(=O)NCCOC(=O)Nc1cccnc1
→ 0	-6	4	0.2	-7	-14	5	9	12
48. COc1ccc(-c2cc(C(=O)NCc3cccnc3)no2)cc1
→ -13	-2	-15	-0.1	-5	-4	13	7	12
49. O=C(C1CCN(S(=O)(=O)c2ccc(Br)s2)CC1)N1CCN(c2ccccc2)CC1
→ -10	-3	-20	2.4	2	11	7	-2	-12
50. COc1ccccc1-c1nc(C#N)c(N2CCCCCC2)o1
→ 4	-5	-19	1.2	-1	-9	4	5	16
51. Cc1ccccc1NC(=O)CCC(=O)N/N=C/c1ccc(F)cc1
→ -10	-3	9	0.0	-25	-4	7	3	7
52. NC(=O)c1ccsc1NC(=O)CSc1ncnc2sccc12
→ -2	4	-7	1.9	-8	16	-2	5	5
53. Cc1onc(-c2ccccc2)c1C(=O)N/N=C/c1cccc(O)c1
→ 1	-4	-9	2.9	2	-10	-1	2	15
54. Nc1ccc(CSc2ccc(Cl)cc2)c(Cl)c1
→ -15	-4	·	0.2	-14	-28	6	4	7
55. Cc1ccc2[nH]c(C)c(/C=C/c3cc[n+](C)cc3)c2c1
→ -6	-2	·	0.1	-7	-2	9	6	11
56. CCOC(=O)c1[nH]c(C)c(C(=O)NC2CCN(C(=O)OCC)CC2)c1C
→ -10	-4	6	-0.2	-6	23	11	-1	12

# Gathered by group: the compounds so far containing an aryl methoxy group
# Each structure is followed by: M1 antag	CHRM1 agonist	CHO parental Ca	CHO-K1 Ca ag	CHO-K1 Ca antag	TAAR1 antagonist	CHRM1 PAM	TAAR1 agonist	M1 PAM parental
2. COc1ccc(NC(C)=O)cc1NC(=O)C1CCN(C(=O)Nc2ccccc2)CC1
→ -14	-1	1	0.2	0	-7	0	1	4
5. COc1cccc(OCC(=O)Nc2c3c(nn2-c2ccc(F)cc2)CS(=O)(=O)C3)c1
→ -2	-3	3	0.5	-9	0	0	0	-8
8. COc1ccc(-n2c(SCC(=O)N(C)C3CCS(=O)(=O)C3)nc3ccc(O)cc3c2=O)cc1OC (stereo not given)
→ 3	-4	-5	0.1	-1	-30	-1	2	-4
20. CCOc1ccc(NC(=O)COC(=O)c2c(OC)cccc2OC)cc1
→ 8	-3	-19	3.6	-2	-2	-7	0	16
28. COc1ccc(NC(=O)NC23CC4(C)CC(C)(CC(C)(C4)C2)C3)cc1
→ 11	0	-24	0.5	7	4	-11	11	2
35. COc1ccc(NS(=O)(=O)c2ccc3oc(Nc4ccc5c(c4)OCCO5)nc3c2)cc1
→ 3	-3	14	0.3	0	16	-4	19	-3
37. COc1cc(NC(=O)c2noc3c2CCC3)c(OC)cc1Cl
→ -7	-3	-7	0.4	-14	-21	1	2	3
40. COc1cccc2oc(-c3ccco3)cc(=O)c12
→ 9	-5	-8	-0.3	-8	0	10	0	-8
41. COc1cccc(C(C)(O)c2nc(/C=C/c3ccccc3)cs2)c1 (stereo not given)
→ 3	0	·	7.2	-10	26	-4	2	25
48. COc1ccc(-c2cc(C(=O)NCc3cccnc3)no2)cc1
→ -13	-2	-15	-0.1	-5	-4	13	7	12
50. COc1ccccc1-c1nc(C#N)c(N2CCCCCC2)o1
→ 4	-5	-19	1.2	-1	-9	4	5	16

# One compound at a time, as listed above:
# CC(=O)NCCOC(=O)Nc1cccnc1 is listed as M1 antag = 0; CHRM1 agonist = -6; CHO parental Ca = 4; CHO-K1 Ca ag = 0.2; CHO-K1 Ca antag = -7; TAAR1 antagonist = -14; CHRM1 PAM = 5; TAAR1 agonist = 9; M1 PAM parental = 12
# CCOC(=O)c1[nH]c(C)c(C(=O)NC2CCN(C(=O)OCC)CC2)c1C is listed as M1 antag = -10; CHRM1 agonist = -4; CHO parental Ca = 6; CHO-K1 Ca ag = -0.2; CHO-K1 Ca antag = -6; TAAR1 antagonist = 23; CHRM1 PAM = 11; TAAR1 agonist = -1; M1 PAM parental = 12

# Screens deposited in PubChem BioAssay by The Scripps Research Institute Molecular Screening Center.
